# PAFAH1B3 inh: PAFAH1B3 (human) inhibition; Q15102; recombinant PAFAH1B3, FP-rhodamine probe, fluorescence polarization; AID 492972; 340,000 compounds, 0.28% hits; inhibition, % at 3.39 µM;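 active means inhibition above the screen-wide average of all tested compounds plus 3 SD, cut at about 25% in these data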;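 further: 0% = enzyme with DMSO only and 100% = wells lacking PAFAH1B3 protein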
# PAFAH1B2 inh: PAFAH1B2 (human) inhibition; P68402; recombinant PAFAH1B2, FP-rhodamine activity probe, fluorescence polarization; inhibition, % at 3.39 µM; 340,000 compounds, 1.2% hits; AID 492953;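 active means inhibition above the mean of all tested compounds plus 3 SD, cut at about 24% in these data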;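 further: 0% = enzyme with DMSO and 100% = wells lacking PAFAH1B2; many of its hits are not listed in these tables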
# PAD4 inh: inhibitors of human PAD4; Q9UM07; recombinant PAD4, RCA probe fluorescence polarization; inhibition, % at 6.36 µM; 330,000 compounds, 0.41% hits;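 active means percent inhibition above a cutoff equal to the mean of all tested compounds plus 3 SD, cut at about 15% in these data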;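 further: 0% = PAD4 with RCA probe and DMSO and 100% = probe without PAD4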
# Target sequence (Q9UM07 whole entry, looked up): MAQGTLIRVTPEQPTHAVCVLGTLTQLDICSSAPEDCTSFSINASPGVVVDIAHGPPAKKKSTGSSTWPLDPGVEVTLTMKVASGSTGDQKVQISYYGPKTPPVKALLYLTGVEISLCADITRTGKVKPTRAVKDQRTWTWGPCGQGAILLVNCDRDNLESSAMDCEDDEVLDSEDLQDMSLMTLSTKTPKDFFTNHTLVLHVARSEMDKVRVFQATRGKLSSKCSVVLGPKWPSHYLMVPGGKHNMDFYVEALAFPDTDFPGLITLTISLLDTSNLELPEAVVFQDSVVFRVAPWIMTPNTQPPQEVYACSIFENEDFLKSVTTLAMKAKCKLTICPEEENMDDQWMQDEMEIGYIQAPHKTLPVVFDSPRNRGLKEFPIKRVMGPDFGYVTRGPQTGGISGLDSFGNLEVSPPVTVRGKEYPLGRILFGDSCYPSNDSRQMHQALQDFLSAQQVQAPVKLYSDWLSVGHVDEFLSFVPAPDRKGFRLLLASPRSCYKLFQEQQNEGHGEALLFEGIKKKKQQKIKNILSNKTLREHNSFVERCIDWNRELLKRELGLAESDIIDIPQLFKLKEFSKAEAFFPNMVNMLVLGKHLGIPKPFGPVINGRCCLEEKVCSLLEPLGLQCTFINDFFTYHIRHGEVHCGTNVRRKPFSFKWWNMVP
# pPAFAH FP inh: inhibitors of human plasma PAF acetylhydrolase (pPAFAH); Q13093; recombinant pPAFAH, FP-rhodamine probe fluorescence polarization; inhibition, % at 3.39 µM; 330,000 compounds, 1.5% hits;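 active means inhibition above the mean inhibition across the screen plus 3 SD, cut at about 25% in these data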;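 further: inhibitors block binding of the rhodamine activity-based probe so polarization drops; 0% = enzyme with DMSO and 100% = wells lacking pPAFAH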
# PME-1 primary: blocks human protein phosphatase methylesterase 1. recombinant PME-1, FP-Rh probe fluorescence polarization. inhibition, % at 5.9 µM. 320,000 compounds, 0.53% hits. AID 2130;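 active means inhibition above the campaign mean of all compounds plus 3 SD, cut at about 26% in these data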;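 further: competitive labeling of PME-1 active site by serine hydrolase directed probe; 0% = PME-1 with DMSO and 100% = wells lacking PME-1 enzyme; inhibitors block probe labeling so polarization falls and inhibition rises; many of its hits are not listed in these tables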
# LYPLA2 counter: counter-screen for PME1 inhibitors: inhibitors of human LYPLA2; inhibition, % at 5.9 µM; 320,000 compounds, 0.38% hits; recombinant LYPLA2, FP-Rh probe fluorescence polarization; AID 2177;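 active means inhibition above the screen-wide mean plus 3 SD, limit set per campaign, cut at about 26% in these data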;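 further: 0% = LYPLA2 with DMSO and 100% = wells lacking LYPLA2 enzyme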
# PAFAH2 inh: PAFAH2 (human) inhibition | Q99487 | recombinant PAFAH2, FP-rhodamine activity probe, fluorescence polarization | inhibition, % at 3.39 µM | 340,000 compounds, 0.99% hits | AID 492956;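 active means inhibition above the mean over all tested compounds plus 3 SD, cut at about 30% in these data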;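 further: inhibitors block probe labeling of enzyme so polarization drops; 0% = enzyme with DMSO and 100% = wells lacking PAFAH2 protein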
# GSTO1 inh: counter-screen for RBBP9 inhibitors: inhibitors of human GSTO1. P78417. recombinant GSTO1, activity-based probe fluorescence polarization. inhibition, % at 5.96 µM. 300,000 compounds, 1.1% hits;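 active means inhibition above the campaign mean inhibition plus 3 SD, cut at about 35% in these data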;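 further: 0% = GSTO1-1 with DMSO and 100% = wells lacking GSTO1-1 enzyme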
# Target sequence (P78417 whole entry, looked up): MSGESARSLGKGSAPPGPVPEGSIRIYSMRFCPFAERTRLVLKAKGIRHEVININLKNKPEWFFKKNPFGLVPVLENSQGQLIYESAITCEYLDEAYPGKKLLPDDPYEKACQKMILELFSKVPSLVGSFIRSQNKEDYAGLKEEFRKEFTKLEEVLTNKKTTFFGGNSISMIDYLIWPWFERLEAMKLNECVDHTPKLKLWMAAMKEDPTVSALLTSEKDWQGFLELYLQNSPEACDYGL
# LYPLA1 inh: counter-screen for PME1 inhibitors: inhibitors of human LYPLA1 | recombinant LYPLA1, FP-Rh probe fluorescence polarization | inhibition, % at 5.9 µM | 320,000 compounds, 0.16% hits | AID 2174;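 active means inhibition above the mean of all tested compounds plus 3 SD, set per campaign, cut at about 14% in these data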;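 further: inhibitors block serine hydrolase probe labeling of LYPLA1 so polarization falls; 0% = enzyme with DMSO and 100% = wells lacking LYPLA1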
# * marks the source's active call; other numbers are inactive results; . = not tested or not shown.
1. Cc1csc(N(C)C(=O)CSc2nnc(COc3ccccc3C)o2)n1
2. NC(=O)c1c(NC(=O)c2c(F)cccc2F)sc2c1CCN(Cc1ccccc1)C2
3. Cc1[nH]n(C2=NCCS2)c(=O)c1N=Nc1ccccc1
4. Cc1ccc(S(=O)(=O)N2CCC(C(=O)NNC(=O)c3ccccc3O)CC2)cc1C
5. Cc1ccc(S(=O)(=O)N2CCCN(S(=O)(=O)c3ccc(C)c(C)c3)CC2)cc1C
6. CCN1CCN(C(CNS(=O)(=O)c2ccc(Cl)cc2)c2ccccc2)CC1 (configuration not stated)
7. COC(=O)c1ccc(OC(=O)c2ccccn2)cc1
8. CN(c1ccc(C(=O)NCc2ccccn2)cc1)S(=O)(=O)c1ccc(Cl)cc1

Screen / compound no.,1,2,3,4,5,6,7,8
PAFAH1B3 inh,-3,-3,5,4,-10,-2,-7,-2
PAFAH1B2 inh,-3,12,2,2,-1,1,4,6
PAD4 inh,0,1,-2,5,-2,-4,-2,1
pPAFAH FP inh,0,7,4,4,0,9,-1,-5
PME-1 primary,1,0,2,13,12,-4,0,7
LYPLA2 counter,-4,11,-2,-1,2,1,5,6
PAFAH2 inh,-4,-2,12,3,6,20,3,3
GSTO1 inh,28,1,7,6,6,-7,5,-2
LYPLA1 inh,0,0,-4,5,3,0,1,0

9. Cc1cc(C)cc(NC(=S)N=Nc2c(O)n(C)c3ccc(S(=O)(=O)N4CCOCC4)cc23)c1
10. CCCN1C(=O)/C(=C/c2cc(C)n(C)c2C)SC1=Nc1ccc(OC)cc1
11. Oc1cccc(C(=S)N2CCN(Cc3ccccc3)CC2)c1
12. CNC(=O)CSc1nnc(-c2ccco2)n1-c1ccccc1OC
13. Cc1cc(C)n(-c2cccc(CN(C)Cc3nc(-c4cnccn4)no3)c2)n1
14. COc1cccc(CNC(=O)Cn2ccc3cc(S(=O)(=O)N4CCCC4)ccc32)c1
15. CCn1c(SCc2nc3ccccc3c(=O)[nH]2)nnc1-c1cccnc1
16. Cc1ccccc1C1C2=C(Nc3[nH]n(-c4ccccc4)c(=O)c31)c1ccccc1C2=O (configuration not stated)

Screen / compound no.,9,10,11,12,13,14,15,16
PAFAH1B3 inh,0,0,-6,5,6,8,5,.
PAFAH1B2 inh,2,-1,4,0,2,1,2,.
PAD4 inh,0,1,-6,-2,4,-5,0,0
pPAFAH FP inh,11,9,2,0,-2,2,4,6
PME-1 primary,7,4,2,-2,-1,14,4,24
LYPLA2 counter,-1,12,-4,-1,1,0,-5,-2
PAFAH2 inh,13,7,8,8,13,5,7,.
GSTO1 inh,21,1,8,5,11,0,11,-36
LYPLA1 inh,-4,5,-6,2,1,-4,-1,-3

17. CCn1nc(C)cc1C(=O)N1CCc2c([nH]c3ccccc23)C1c1cc(F)ccc1F (configuration not stated)
18. Cc1ccc(N(CC(=O)NC(C)C)C(=O)CCC(=O)Nc2nccs2)cc1
19. CCN(CC(=O)Nc1ccc(Cl)c(C(F)(F)F)c1)CC(=O)NC1CCS(=O)(=O)C1 (configuration not stated)
20. S=C1NCCNC(=S)NCCOCCOCCN1
21. CCCC1=C(C(=O)OCC)C(c2ccncc2)n2ncnc2N1 (configuration not stated)
22. CCOC(=O)c1c(NC(=O)CSc2nnc(C)c(=O)[nH]2)sc2c1CCC2
23. O=C(c1ccc(F)cc1F)N1CCC(N2CCC(C(=O)N3CCOCC3)CC2)CC1
24. COC(=O)COc1ccc(S(=O)(=O)N2CCCCCC2)cc1

Screen / compound no.,17,18,19,20,21,22,23,24
PAFAH1B3 inh,.,4,8,.,2,0,12,3
PAFAH1B2 inh,.,8,3,.,-2,67*,2,2
PAD4 inh,-8,-1,-4,-2,1,3,-1,-2
pPAFAH FP inh,3,1,4,-6,2,9,-1,2
PME-1 primary,-5,-10,8,0,2,1,-2,0
LYPLA2 counter,6,3,5,0,2,-1,5,0
PAFAH2 inh,.,6,9,.,6,9,0,-1
GSTO1 inh,-9,-2,-6,0,-2,-6,-3,11
LYPLA1 inh,1,1,2,1,1,-1,1,-1

25. CCOc1ccc(NC(=O)CN(C)C(=O)c2ccc3nc(CC)c(CC)nc3c2)cc1OCC
26. CN(C)Cc1c(O)ccc2occ(C(=O)c3ccccc3)c12
27. COc1cc(NC(=O)c2cc(-n3cnnc3)ccc2Cl)cc(OC)c1
28. Cc1cc(Nc2nc3ccccc3[nH]c2=O)n(-c2ccccc2)n1
29. CCOC(=O)N1N=C(c2ccc(OC)cc2)CC1(O)C(F)(F)F (configuration not stated)
30. CC(C)(C)OC(=O)NCc1ccc(NC(=O)c2nc[nH]c2C(=O)NCCCNC(=O)c2[nH]cnc2C(=O)Nc2ccc(CNC(=O)OC(C)(C)C)cc2)cc1
31. COc1ccc(S(=O)(=O)N(C)CC(=O)NCC2CCCO2)cc1OC (configuration not stated)
32. Cc1ccc(NC(=O)c2ccco2)c(NC(=O)c2ccccc2)c1

Screen / compound no.,25,26,27,28,29,30,31,32
PAFAH1B3 inh,3,6,6,2,-1,-91,-5,8
PAFAH1B2 inh,0,2,0,-2,2,-54,2,0
PAD4 inh,7,-1,4,2,-2,-4,4,-3
pPAFAH FP inh,6,4,-2,4,-2,-16,-3,1
PME-1 primary,0,4,3,0,3,.,-2,-7
LYPLA2 counter,7,-2,4,2,0,.,-11,-5
PAFAH2 inh,-5,-3,-7,0,2,-82,2,0
GSTO1 inh,-2,8,-7,-6,1,.,3,0
LYPLA1 inh,0,0,3,-1,1,.,-1,-1

33. CCOC(=O)C1C(=O)C=C(c2cccs2)CC1c1ccccc1C (configuration not stated)
34. C[C@@H](NC(=O)[C@@H]1Cc2ccccc2CN1C(=O)OC(C)(C)C)C(=O)NCc1ccco1
35. Fc1cccc(Cc2noc(CN3CCCCC3CCc3ccccn3)n2)c1 (configuration not stated)
36. CC(C)N1CCC(=NNC(=O)c2cccs2)CC1
37. CC1(C)CC(=O)C2=C(C1)N(c1ccc(Cl)cc1)C(=O)C2(O)C(F)(F)F (configuration not stated)
38. CCOC(=O)c1cccc(NC(=O)C2(S(=O)(=O)c3ccc(Cl)cc3)CC2)c1
39. Cc1cc(C)cc(C(=O)NCC(=O)OCC(=O)c2c(N)n(C)c(=O)n(C)c2=O)c1
40. C(=C\c1cccc2ccccc12)/c1nnc(-c2cccs2)o1

Screen / compound no.,33,34,35,36,37,38,39,40
PAFAH1B3 inh,10,6,7,-3,2,9,1,13
PAFAH1B2 inh,10,2,3,-6,0,0,0,3
PAD4 inh,-6,1,-2,10,2,-4,0,-6
pPAFAH FP inh,11,-5,5,-2,2,0,1,-6
PME-1 primary,-2,-1,2,6,-1,1,-6,-6
LYPLA2 counter,-6,-10,3,8,-2,-3,5,-13
PAFAH2 inh,0,-3,1,3,-5,-6,0,8
GSTO1 inh,5,2,2,4,-2,5,.,-6
LYPLA1 inh,-4,-5,6,4,-3,-3,1,-14

41. O=C(c1ccco1)n1nc(-c2ccco2)nc1SCc1ccccc1
42. CC1=C(C(=O)Nc2ccccc2C)C2(CCCCC2)C(C(N)=O)C(=S)N1 (configuration not stated)
43. CCN(CC(=O)Nc1ccc(NC(C)=O)cc1)C(=O)CSCc1c(C)noc1C
44. COc1cc([N+](=O)[O-])ccc1NC(=O)CC(C)C
45. Cc1[nH]c2ccccc2c1/C=N/Nc1ccc([N+](=O)[O-])cc1S(=O)(=O)Nc1ccc(Cl)cc1
46. COc1ccc(N=Cc2c(O)[nH]c3ccccc23)cc1OC
47. BrC(=C\c1ccccc1)/C=N/N1CCN(c2ccccc2)CC1
48. O=C(O)c1cc(O)ccc1NC(=O)C1CCCO1 (configuration not stated)

Screen / compound no.,41,42,43,44,45,46,47,48
PAFAH1B3 inh,10,5,6,1,6,6,2,-5
PAFAH1B2 inh,10,4,0,0,1,3,0,6
PAD4 inh,-5,-3,-2,4,-7,1,0,5
pPAFAH FP inh,-4,3,3,0,0,4,6,-4
PME-1 primary,-9,9,5,3,6,15,1,7
LYPLA2 counter,-2,4,4,8,1,0,5,-5
PAFAH2 inh,3,-5,-2,-3,-6,5,-3,-2
GSTO1 inh,0,3,2,3,3,-10,10,2
LYPLA1 inh,-2,0,2,0,-1,6,5,0

49. Cc1cnc(NC(=O)CSc2nnc(COc3ccccc3)o2)s1
50. COC(=O)c1ccc[n+](CC(=O)Nc2ccc(OC(F)F)cc2)c1
51. Cc1cc(C)n2ncc(C(=O)NCCc3ccccc3)c2n1
52. CC1(c2nnc(-c3ccc(Cl)cc3)o2)CC(c2ccncc2)=NO1 (configuration not stated)
53. COC(=O)c1c(C)[nH]c(C(=O)C(C)OC(=O)C2=NNC(=O)CC2)c1C (configuration not stated)
54. Cc1ccc(NC(=O)c2sc3nc(C)nc(N4CCN(c5ccccn5)CC4)c3c2C)c(C)c1
55. CC(Oc1cccc(Cl)c1)C(=O)NNC(=O)c1cccnc1 (configuration not stated)
56. CCCc1cc(=O)[nH]c(SCC(=O)c2cc(C)n(C(C)COC)c2C)n1 (configuration not stated)

Screen / compound no.,49,50,51,52,53,54,55,56
PAFAH1B3 inh,9,6,4,1,0,-4,3,2
PAFAH1B2 inh,1,-2,-3,4,3,1,4,3
PAD4 inh,5,0,5,0,-4,2,-1,-4
pPAFAH FP inh,3,2,5,7,-1,1,-2,3
PME-1 primary,-7,1,-1,2,-2,-9,.,-6
LYPLA2 counter,-1,4,12,1,2,-6,.,5
PAFAH2 inh,9,-4,1,3,2,-2,5,1
GSTO1 inh,23,1,4,1,-1,-11,.,-1
LYPLA1 inh,-2,3,4,-2,1,-8,.,6

# Profiles as entered above. Order of values: PAFAH1B3 inh	PAFAH1B2 inh	PAD4 inh	pPAFAH FP inh	PME-1 primary	LYPLA2 counter	PAFAH2 inh	GSTO1 inh	LYPLA1 inh
# COC(=O)c1ccc[n+](CC(=O)Nc2ccc(OC(F)F)cc2)c1 is entered as 6	-2	0	2	1	4	-4	1	3
# COC(=O)c1c(C)[nH]c(C(=O)C(C)OC(=O)C2=NNC(=O)CC2)c1C (configuration not stated) is entered as 0	3	-4	-1	-2	2	2	-1	1
# CC(Oc1cccc(Cl)c1)C(=O)NNC(=O)c1cccnc1 (configuration not stated) is entered as 3	4	-1	-2	.	.	5	.	.
# Cc1cnc(NC(=O)CSc2nnc(COc3ccccc3)o2)s1 is entered as 9	1	5	3	-7	-1	9	23	-2
# Cc1cc(C)n2ncc(C(=O)NCCc3ccccc3)c2n1 is entered as 4	-3	5	5	-1	12	1	4	4

# Looked up above:
# PME-1 primary result of COC(=O)c1c(C)[nH]c(C(=O)C(C)OC(=O)C2=NNC(=O)CC2)c1C (configuration not stated) stands at -2
# PAFAH1B2 inh result of Cc1ccc(NC(=O)c2sc3nc(C)nc(N4CCN(c5ccccn5)CC4)c3c2C)c(C)c1 stands at 1

# Continued.
57. O=C1CC(=O)C(n2cncn2)C(c2ccc(Cl)cc2Cl)C1 (configuration not stated)
58. COc1ccc(N2C(=O)C(F)(F)C2c2ccc(C)cc2)cc1OC (configuration not stated)
59. CC1(C)CC2CC(C)(CN2C(=O)COC(=O)c2cc(Cl)cc(Cl)c2N)C1 (configuration not stated)
60. COc1ccc(NC(=O)C2CCN(C(=O)c3ccc(OC)cc3)CC2)cc1

Screen / compound no.,57,58,59,60
PAFAH1B3 inh,7,4,10,5
PAFAH1B2 inh,2,1,9,4
PAD4 inh,0,-5,6,4
pPAFAH FP inh,4,19,-3,0
PME-1 primary,-7,7,10,14
LYPLA2 counter,-2,0,-1,3
PAFAH2 inh,3,3,-4,-3
GSTO1 inh,4,1,3,-2
LYPLA1 inh,-1,1,-2,-2

# Not all compounds are listed. The share of hits here may be higher or lower than overall.
